# GAA850 FXN act = activators of GAA850 frataxin (FXN) promoter | activation, % at 6 µM | 360,000 tested, 0.56% active | HEK293 lucGAA850 FXN promoter luciferase reporter, 24 h; percent of 10 µM SAHA response;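 active = activation above the average of all compounds screened plus 3 SD, cutoff fixed separately per campaign, cut at about 7.5% in these data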;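 note: 0% = DMSO wells and 100% = 10 µM SAHA wells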
# ssDAF-12 act = S. stercoralis DAF-12 activation, primary screen. HEK293 ssDAF-12/GRIP1 lit1-tk-luc reporter, luminescence; % of 3 µM dafachronic acid response. activation, % at 6.8 µM. 370,000 tested, 1% active. AID 652126;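 active = activation above the mean over all tested compounds plus 3 SD, cut at about 0.9% in these data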;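 note: 0% = DMSO-only wells and 100% = 3 µM delta7-dafachronic acid wells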
# HGIII-sPLA2 inh = Inhibits HGIII-sPLA2 liposome hydrolysis, primary screen; Q9NZ20; QFRET BODIPY PC-A2 liposome hydrolysis, fluorescence; inhibition, % at 12.2 µM; 370,000 tested, 0.56% active;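 active = inhibition above mean plus 3 SD of compounds lying within the high and low control bounds, cut at about 19% in these data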;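 note: 0% = median of test compound wells and 100% = no enzyme DMSO wells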
# hgDAF12 agonist = agonists of H. glycines DAF-12 nuclear receptor | HEK293 GAL4-hgDAF12 UAS-luciferase reporter, agonist luminescence; normalized to butyrate control | activation, % at 6.8 µM | 370,000 tested, 1.8% active | AID 687014;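 active = activation above a cutoff set at the mean of all screened compounds plus 3 SD, cut at about 10% in these data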;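 note: 0% = DMSO wells and 100% = sodium butyrate wells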
# hcDAF12 agonist = activators of H. contortus DAF-12 nuclear receptor; 370,000 tested, 1.4% active; activation, % at 6.8 µM; HEK293 hcDAF-12 lit1-tk-luc reporter, luminescence; 0% DMSO, 100% Δ7-dafachronic acid;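 active = activation above the mean of all tested compounds plus 3 SD, cut at about 5.5% in these data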;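 note: 100% = response to 3 µM Δ7-dafachronic acid high control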
# ADAM17 inh = inhibits human ADAM17. P78536. recombinant ADAM17, EDANS/DABCYL FRET peptide cleavage. inhibition, % at 6.95 µM. 370,000 tested, 0.83% active;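 active = inhibition above the mean of compounds lying between control limits plus 3 SD, set per campaign, cut at about 8.5% in these data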;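 note: 0% = DMSO-only wells as the low control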
# PLC-beta3 inh = blocks human PLC-beta3 enzyme activity; Q01970; Purified PLC-beta3, fluorogenic substrate, fluorescence; inhibition, % at 12.2 µM; 370,000 tested, 0.18% active; AID 720704; in the data active = inhibition above about 11%;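 note: 0% = median of compound wells on plate and 100% = full blocker control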
# Target sequence (Q01970 whole entry, looked up): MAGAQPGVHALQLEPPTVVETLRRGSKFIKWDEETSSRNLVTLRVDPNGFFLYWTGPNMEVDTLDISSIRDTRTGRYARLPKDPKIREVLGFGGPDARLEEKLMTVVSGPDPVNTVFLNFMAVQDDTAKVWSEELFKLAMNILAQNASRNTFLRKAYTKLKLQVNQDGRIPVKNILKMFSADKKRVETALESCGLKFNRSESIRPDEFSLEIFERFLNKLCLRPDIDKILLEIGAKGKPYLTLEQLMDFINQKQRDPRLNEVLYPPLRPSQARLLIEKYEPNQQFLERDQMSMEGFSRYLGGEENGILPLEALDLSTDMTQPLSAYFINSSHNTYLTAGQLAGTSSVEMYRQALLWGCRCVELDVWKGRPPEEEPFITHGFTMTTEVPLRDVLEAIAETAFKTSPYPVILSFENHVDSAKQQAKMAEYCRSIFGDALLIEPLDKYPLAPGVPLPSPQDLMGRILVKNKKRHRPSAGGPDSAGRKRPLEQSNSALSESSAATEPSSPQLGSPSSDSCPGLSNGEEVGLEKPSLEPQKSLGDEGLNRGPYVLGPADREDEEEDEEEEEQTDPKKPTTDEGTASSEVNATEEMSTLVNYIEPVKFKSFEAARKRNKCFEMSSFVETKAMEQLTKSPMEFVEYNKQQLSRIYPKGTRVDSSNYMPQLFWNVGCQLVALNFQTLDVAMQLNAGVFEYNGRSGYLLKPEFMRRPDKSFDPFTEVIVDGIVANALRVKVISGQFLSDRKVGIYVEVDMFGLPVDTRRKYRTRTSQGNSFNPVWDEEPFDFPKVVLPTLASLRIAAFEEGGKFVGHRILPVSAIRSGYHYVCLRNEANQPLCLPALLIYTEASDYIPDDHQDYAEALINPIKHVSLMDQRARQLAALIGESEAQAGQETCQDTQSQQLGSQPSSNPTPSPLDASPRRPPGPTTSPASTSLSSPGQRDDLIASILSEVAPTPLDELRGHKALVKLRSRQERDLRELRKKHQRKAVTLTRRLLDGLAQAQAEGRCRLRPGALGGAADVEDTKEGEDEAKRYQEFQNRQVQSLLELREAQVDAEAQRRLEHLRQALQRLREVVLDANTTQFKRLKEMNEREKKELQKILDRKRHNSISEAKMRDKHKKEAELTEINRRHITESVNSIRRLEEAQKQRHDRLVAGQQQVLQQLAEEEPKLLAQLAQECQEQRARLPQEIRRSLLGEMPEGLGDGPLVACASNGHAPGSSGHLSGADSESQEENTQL
# DAX1 inh-1 = inhibits human nuclear receptor DAX1; P51843; HEK293 Gal4-DAX1 luciferase reporter, luminescence; inhibition, % at 6.75 µM; 340,000 tested, 0.99% active; AID 504766;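 active = inhibition above the mean over all tested compounds plus 3 SD, cut at about 4.2% in these data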;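 note: 0% = DAX1-transfected cells with DMSO and 100% = empty-vector control cells with DMSO; inhibition shows as a rise in luminescence from relieved DAX1 repression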
# PLCg1 inh = blocks human PLC-gamma1 enzyme activity. P19174. purified PLC-gamma1, fluorogenic substrate, fluorescence. inhibition, % at 12.2 µM. 370,000 tested, 0.84% active. AID 720700; in the data active = inhibition above about 9.5%
# ADAM10 inh = inhibits human ADAM10. O14672. recombinant ADAM10, EDANS/DABCYL FRET peptide cleavage, 3 h. inhibition, % at 7 µM. 370,000 tested, 0.62% active. AID 720582;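 active = inhibition above a per-campaign cutoff equal to the mean of compounds falling between control-based bounds plus 3 SD, cut at about 20% in these data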;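 note: 0% = DMSO wells while the 100% control is not disclosed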
# DAX1 inh-2 = inhibitors of DAX1 repression of SF-1 activated StAR promoter | HEK293T StAR-luciferase reporter, SF-1/DAX-1 repression relief | inhibition, % at 6.8 µM | 370,000 tested, 1.1% active | AID 652010;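 active = inhibition above the mean over all tested compounds plus 3 SD, cut at about 3.6% in these data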;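 note: 0% = DAX-1 cells with DMSO and 100% = cells lacking DAX-1 with DMSO; higher inhibition means more luminescence from relief of DAX-1 repression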
# * marks the source's active call; other numbers are inactive results; nt = not tested or not shown.
Molecule	GAA850 FXN act	ssDAF-12 act	HGIII-sPLA2 inh	hgDAF12 agonist	hcDAF12 agonist	ADAM17 inh	PLC-beta3 inh	DAX1 inh-1	PLCg1 inh	ADAM10 inh	DAX1 inh-2
Cc1cc(C)cc(NC(=O)Cn2nnc(C(=O)NCc3ccc4c(c3)OCO4)c2N)c1	-2.0	-0.9	-5	0.7	-1.5	1	-6	0.1	1	-2	-0.3
COC(=O)c1[nH]c2ccccc2c1NC(=O)CNC1CCCCC1	-4.2	-1.4	-8	-3.6	-0.5	-5	0	-1.2	-1	-17	-1.9
Cc1cc(C)cc(NC(=O)CSc2ccc(-c3cccs3)nn2)c1	0.6	-2.4	-21	-0.5	0.1	5	-8	-1.1	-9	14	-0.8
COc1ccc(Cn2cc(Cn3c4ccccc4c(=O)n3C(C)C)nn2)cc1	nt	-1.2	17	-2.7	-0.7	-93	-58	nt	-46	-326	0.9
Cc1cc(C)c2nc(SCC(=O)N(C)C3CCS(=O)(=O)C3)cc(C)c2c1 (stereo unspecified)	-0.2	-1.8	0	-3.1	-0.3	1	2	-0.4	-3	1	0.1
CC(Sc1nnc(N)s1)C(=O)c1c(N)n(C)c(=O)n(C)c1=O (stereo unspecified)	-1.2	-1.5	-1	-0.4	-0.5	-1	2	-0.3	1	-1	2.0
Cc1cccc(NS(=O)(=O)c2cc3c4c(c2)CCC(=O)N4CCC3)c1	1.6	-1.1	-12	-1.1	-0.2	-1	-5	-1.4	0	-14	-1.1
Cc1ccc(C(C(=O)NC2CCCCC2)N2CCN(C(=O)c3ccco3)CC2)cc1 (stereo unspecified)	-0.1	-1.2	-5	-0.5	-2.4	0	3	0.5	3	-3	0.2
CCN(CC)CCCN1C(=O)CSC1c1ccc([N+](=O)[O-])cc1 (stereo unspecified)	-0.5	-1.3	6	2.9	0.5	2	4	0.4	5	2	-0.1
CN(c1cccc(F)c1)c1cc2c(c3c1ccn3C)C1CCC2C1 (stereo unspecified)	nt	-0.8	10	-1.5	0.7	-8	-10	nt	-5	-25	-0.1
CC(C)C[C@H]1CNC(=S)N1C[C@H]1CCCN1C[C@H](CC(C)C)N1C[C@H](Cc2ccc(O)cc2)N(CC2CCCCCC2)C1=S	nt	-1.1	-14	5.0	-1.3	-3	2	nt	6	3	0.6
Cc1ccccc1NC(=O)NC1(C(=O)NCC2CCCO2)CCCCC1 (stereo unspecified)	-1.9	-0.8	8	2.5	-2.0	-4	-8	-0.5	-2	3	-0.1
OCCNc1nc2ccccc2n1CC(O)c1ccccc1 (stereo unspecified)	0.6	-1.6	9	-2.7	-0.8	-2	-7	0.8	-2	-2	0.8
Cc1ccc(C(=O)NNC(=O)c2ccncc2)cc1C	-1.3	-1.3	-3	1.0	-1.6	0	1	4.0	0	1	-0.1
O=S(=O)(Nc1nc(SCc2ccc(Cl)cc2)n[nH]1)c1ccc(F)cc1	3.5	-1.6	-7	-4.1	-2.3	6	-9	nt	2	8	0.3
CN(C)C1CCCCC=CC(=O)NC1 (stereo unspecified)	-0.8	-0.8	15	-3.7	-1.3	-2	-1	0.8	1	-16	-1.7
O=C(Oc1ccc(Cl)cc1)N1CCOCC1	2.5	-1.3	-2	2.9	0.0	-1	-5	0.2	1	0	-0.1
COc1ccccc1NS(=O)(=O)c1ccc(-c2cnc(C3CC3)o2)cc1	-1.5	-0.7	-15	1.2	0.9	-1	-10	-0.8	-3	3	-0.9
CCOC(=O)C(C)/C(C)=N/NC(N)=S (stereo unspecified)	0.5	-1.8	9	2.8	0.5	-2	-10	-0.3	-11	-11	-0.5
N#C/C(=C(/O)CSc1ccccc1C(=O)O)c1nc2ccccc2s1	2.0	0.0	-4	3.9	1.0	-3	-11	0.0	-10	-8	0.1

# The list goes on:
Molecule	GAA850 FXN act	ssDAF-12 act	HGIII-sPLA2 inh	hgDAF12 agonist	hcDAF12 agonist	ADAM17 inh	PLC-beta3 inh	DAX1 inh-1	PLCg1 inh	ADAM10 inh	DAX1 inh-2
CCN(CC)S(=O)(=O)c1ccc(N2CCCC2)c(NC(=O)c2ccccc2OC)c1	1.4	-1.9	-8	0.8	-2.5	-2	-4	0.4	2	6	-0.6
COc1ccc(CCNC(=O)CSc2nc3ncccc3[nH]2)c(OC)c1	-1.1	-1.1	-8	0.6	-0.5	-1	-4	0.6	0	1	-0.2
COc1ccc(NC(=O)C(Sc2ccccc2)c2ccccc2)c(OC)c1 (stereo unspecified)	0.2	-0.8	-17	-0.5	2.0	6	2	0.4	-1	11	-1.1
O=C(NCc1ccccc1)c1cnc(Cc2c[nH]c3ccccc23)c(I)c1	-11	0.1	-39	0.0	0.7	9	-5	nt	-4	1	0.7
CN(C)c1ccc(C2N(c3ccc(F)cc3)C(=O)C3CCCN32)cc1 (stereo unspecified)	1.0	-1.2	2	-0.8	3.2	-2	3	2.8	0	-10	0.3
COc1ccc(-c2nnc3n2N=C(c2cccc([N+](=O)[O-])c2)CS3)cc1	nt	-0.5	7	-1.1	-1.4	-2	-2	nt	2	-17	-2.7
O=C(Cn1[nH]c(=O)c2ccccc2c1=O)Nc1cccnc1	-0.4	-0.2	5	0.7	1.4	0	-4	1.3	1	0	1.1
CC(=O)Nc1nc(-c2ccccc2)nc(-c2ccccc2OC(C)=O)n1	1.7	0.0	-11	5.6	3.8	0	3	-1.2	-4	9	-1.1
O=C(NCc1ccccc1CN1CCCC1)c1ccc(Cl)c(S(=O)(=O)N2CCCC2)c1	1.8	-1.2	-3	1.4	-0.7	5	-7	1.4	2	-1	2.7
Cc1nc2ccccc2n1C(c1cccnc1)c1nc2ccccc2[nH]1 (stereo unspecified)	nt	-0.9	4	2.9	0.2	-6	-47	nt	-36	-24	1.2
CCOc1ccccc1-c1nnc(SCC(=O)NC2CC3CCC2C3)n1CC (stereo unspecified)	0.7	-0.2	0	0.2	3.2	-3	2	1.1	0	3	-0.6
O=C(CCC(=O)c1ccc(Oc2ccccc2)cc1)Nc1cccc(Cl)c1Cl	0.4	-0.9	-3	0.5	-0.5	3	-1	-0.7	-1	0	-0.4
COc1ccc(/C=C/C(=O)NC2CCN(Cc3ccccc3)CC2)cc1OC	-1.6	-0.5	-6	1.0	0.7	-21	-27	-0.5	-15	-62	-0.1
O=C(Oc1ccc[nH]c1=O)c1ccc(F)cc1	1.6	-1.2	1	-2.3	0.1	-6	0	1.5	1	-19	0.3
O=C(CNC(=O)c1ccccc1F)NCCOc1ccccc1Cl	0.9	-1.4	0	-1.3	1.4	0	1	-0.3	0	-1	0.1
O=C(COC(=O)CNC(=O)c1ccc(Cl)c([N+](=O)[O-])c1)NC(=O)c1ccccc1	2.6	-1.1	1	0.0	-0.8	-5	-7	0.3	3	-11	0.0
CC(=O)N1N=C(c2ccncc2)OC12CCCCC2	3.1	-1.2	4	2.4	-1.0	-110	-120	1.1	-101	-370	-0.4
O=C(Nc1ccc(NC(=O)c2ccc(Cl)c(S(=O)(=O)N3CCOCC3)c2)cc1)c1ccccc1	-3.6	-1.5	8	-0.7	-2.6	-7	-4	0.4	-2	0	-0.1
Cc1cc(C)n2nc(C(F)(F)F)c(-c3ccccc3)c2n1	3.3	-1.1	6	2.7	-0.1	-3	-98	-0.6	-67	-19	0.6
Cc1cc2oc(=O)cc(C)c2c(=O)o1	-0.1	-0.9	5	-2.3	-1.2	-10	-16	0.4	-13	-19	-0.6

# (next part)
Molecule	GAA850 FXN act	ssDAF-12 act	HGIII-sPLA2 inh	hgDAF12 agonist	hcDAF12 agonist	ADAM17 inh	PLC-beta3 inh	DAX1 inh-1	PLCg1 inh	ADAM10 inh	DAX1 inh-2
C[C@H]1[C@@H](OC(=O)Nc2ccccc2F)CC[C@@]23CCCN2C(=O)CCC[C@@H]13	nt	-1.1	-4	-1.3	-1.3	-2	4	nt	0	-1	nt
CCOc1ccc(C(CC(=O)O)n2cnnn2)cc1 (stereo unspecified)	0.5	-0.9	-4	-2.6	-0.2	1	-1	3.1	2	3	-0.4
Cc1cc(C)cc(NC(=O)c2nccnc2C(=O)O)c1	0.6	-1.6	-3	-0.8	0.0	1	5	0.1	-2	-5	-0.2
COC(=O)C1=C(C)N(Cc2ccc(C(F)(F)F)cc2)C(=NCC2CC2)NC1c1ccccc1C(F)(F)F (stereo unspecified)	nt	-1.6	-10	5.1	-0.4	3	0	nt	3	5	-0.3
O=[N+]([O-])c1ccc(N2CCN(S(=O)(=O)c3ccc4ccccc4c3)CC2)cc1NCC1CCCO1 (stereo unspecified)	3.2	-1.8	0	-6.0	-2.1	2	4	-0.7	2	3	-0.1
COc1cc(CN2C[C@@H](CO)O[C@@H](n3cnc4c(NC5CC5)ncnc43)C2)cc(OC)c1OC	-0.8	-1.8	-2	-0.2	-0.3	0	-4	nt	-1	-1	0.0
CCOC(=O)C1=C(C)Nc2ccccc2N=C1NC(=O)c1ccc(Cl)c(S(=O)(=O)N2CCCC2)c1	-0.8	-1.1	-7	-1.4	-2.3	0	1	-1.6	2	-3	0.0
CCCN(C(=O)c1ccc(N2CCCC2=O)cc1)c1c(N)n(Cc2ccccc2)c(=O)[nH]c1=O	2.0	-0.9	12	-0.5	-1.6	-7	-2	-0.2	-2	-14	0.4
Cc1cc(SCNC(=O)c2ccccc2)nc(C(C)C)n1	-0.1	-1.6	-4	-2.9	0.6	1	0	1.4	1	0	0.0
CCN(CC)S(=O)(=O)c1ccc(NC(=O)COC(=O)c2ccc(Br)o2)cc1	-0.9	-1.1	-13	0.9	0.5	-1	-5	1.8	1	-7	-1.1
N#Cc1cc2c(nc1SC1CCCCC1O)CCCC2 (stereo unspecified)	0.9	-1.6	-5	-0.7	-1.8	-5	2	0.6	-10	-12	0.3
c1ccc(-c2nc3nc4ccccc4nc3n2Cc2ccco2)cc1	2.4	0.2	-1	8.5	3.8	-62	-111	2.2	-48	-220	1.4
CCOC(=O)c1c(N)sc(C(O)(C(F)(F)F)C(F)(F)F)c1-c1ccc(OC)cc1OC	-4.9	-1.8	6	-2.5	-1.6	-1	-3	-0.3	-1	13	-0.6
CCOc1ccc2nc(NC(=O)CSCC(=O)Nc3cc(C)on3)sc2c1	0.4	-0.2	1	0.7	1.7	-2	4	2.2	-2	-6	3.0
CSCC[C@H](NC(=O)[C@H]1N2C(=O)c3ccccc3C2SC1(C)C)C(=O)NCc1ccncc1 (stereo partly specified)	-1.1	-1.0	-1	-1.3	-1.7	-6	-8	-0.2	3	3	-0.1
COc1cccc(C(=O)NCCS(=O)(=O)NCc2ccc(Cl)cc2)c1	2.1	-0.8	-12	-1.6	-0.9	-1	-7	-0.3	-3	7	0.0
CCOc1ccc(C(=O)Cc2ccccc2)cc1	5.2	1.1*	-13	12*	2.1	2	-2	2.4	1	-6	1.0
COCCNCCCOc1ccc(C)cc1Br	0.3	-1.1	8	-1.6	0.4	-2	0	1.9	0	-3	-0.3

# An unsorted share of the library. Share with any hit: about 6.9%.
